PLC-gamma1 inh – PLC-gamma1 enzyme inhibitors, primary screen, biochemical, fluorescence, purified enzyme; fluorogenic substrate; inhibition, % at 12.2 µM; actives 0.84% (n = 370,000); 1-phosphatidylinositol 4,5-bisphosphate phosphodiesterase gamma-1 (Homo sapiens), P19174; AID 720700, 2013; in the data active means inhibition above about 9.5%
Target sequence (P19174 whole entry, looked up): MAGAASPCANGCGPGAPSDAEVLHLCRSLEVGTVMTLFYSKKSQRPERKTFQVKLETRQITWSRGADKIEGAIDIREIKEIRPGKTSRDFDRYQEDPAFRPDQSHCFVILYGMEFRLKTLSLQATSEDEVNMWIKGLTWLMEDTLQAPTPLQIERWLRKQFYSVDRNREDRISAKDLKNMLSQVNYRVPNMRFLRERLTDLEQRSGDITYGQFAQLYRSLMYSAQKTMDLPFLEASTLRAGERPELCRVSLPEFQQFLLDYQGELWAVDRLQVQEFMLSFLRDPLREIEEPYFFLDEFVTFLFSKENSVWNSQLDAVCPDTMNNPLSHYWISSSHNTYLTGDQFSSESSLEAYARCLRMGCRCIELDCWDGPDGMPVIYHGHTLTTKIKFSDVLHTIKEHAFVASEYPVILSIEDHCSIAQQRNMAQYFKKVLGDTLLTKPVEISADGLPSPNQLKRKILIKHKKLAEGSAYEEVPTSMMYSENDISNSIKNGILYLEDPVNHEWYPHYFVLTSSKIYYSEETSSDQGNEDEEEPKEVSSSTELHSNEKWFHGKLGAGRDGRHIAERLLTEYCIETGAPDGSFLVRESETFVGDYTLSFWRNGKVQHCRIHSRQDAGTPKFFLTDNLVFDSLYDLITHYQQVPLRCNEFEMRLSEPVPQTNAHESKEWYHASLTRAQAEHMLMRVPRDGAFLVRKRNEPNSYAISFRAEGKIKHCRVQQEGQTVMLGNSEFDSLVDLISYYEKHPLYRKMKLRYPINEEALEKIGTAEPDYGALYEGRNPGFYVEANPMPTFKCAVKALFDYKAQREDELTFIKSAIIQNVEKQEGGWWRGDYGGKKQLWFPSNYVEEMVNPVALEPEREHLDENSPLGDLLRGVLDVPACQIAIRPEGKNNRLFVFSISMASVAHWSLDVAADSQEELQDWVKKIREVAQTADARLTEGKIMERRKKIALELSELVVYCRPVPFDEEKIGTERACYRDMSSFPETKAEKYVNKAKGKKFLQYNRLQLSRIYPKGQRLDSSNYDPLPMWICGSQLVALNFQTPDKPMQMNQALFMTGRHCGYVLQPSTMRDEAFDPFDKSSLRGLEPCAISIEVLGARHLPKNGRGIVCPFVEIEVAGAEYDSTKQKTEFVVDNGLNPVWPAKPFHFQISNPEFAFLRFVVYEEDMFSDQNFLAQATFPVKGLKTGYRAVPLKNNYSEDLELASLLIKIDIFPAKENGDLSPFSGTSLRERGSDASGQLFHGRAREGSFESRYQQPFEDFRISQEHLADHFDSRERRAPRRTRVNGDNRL
ADAM17 inh – ADAM17 inhibitors, primary screen, biochemical, QFRET; Disintegrin and metalloproteinase domain-containing protein 17 (Homo sapiens), P78536; recombinant ADAM17, EDANS/DABCYL FRET peptide cleavage; inhibition, % at 6.95 µM; actives 0.83% (n = 370,000);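 active means inhibition above the mean of compounds lying between control limits plus 3 SD, set per campaign, cut at about 8.5% in these data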;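 further: 0% = DMSO-only wells as the low control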
KLK7 zymogen act – proKLK7 zymogen activators, primary screen, biochemical, fluorescence intensity; activation, % at 7 µM; actives 0.9% (n = 370,000); AID 652039, 2013; purified proKLK7, EDANS-DABCYL substrate fluorescence; 100% is mature enzyme control, 0% vehicle;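 active means activation above the mean of all tested compounds plus 3 SD, computed per campaign excluding outliers beyond control limits, cut at about 13% in these data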
DDE Tn7 FP inh – inhibitors of Tn7 peptide binding to fibrin DD(E), primary screen, biochemical, fluorescence polarization, human fibrin, Tn7 probe. inhibition, % at 8.3 µM. Fibrinogen beta chain (Homo sapiens), P02675. actives 0.13% (n = 370,000). FP displacement of FITC-Tn7 peptide from fibrin DD(E); 0% = median of compound wells per plate;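 active means inhibition above the mean of compounds falling within the control limits plus 3 SD of them, cut at about 14% in these data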;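 further: 0% = plate median of compound wells and 100% = 10 µM Aha-Tn7 peptide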
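Assay system: human fibrin DD(E). Input: DD(E) 2 µM final. Medium: Tris buffer with calcium and detergent, pH 7.8. Compound dosing: single point at 8.3 µM. Timing: 10 min plus 3 h, room temperature. Technique: fluorescence polarization of the labelled Tn7 tracer. Read-out: percent inhibition. Replicates: singlicate testing.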
ASAP1 GAP inh – inhibitors of human ASAP1 ArfGAP activity, primary screen, biochemical, fluorescence polarization. Arf-GAP with SH3 domain, ANK repeat and PH domain-containing protein 1 (Homo sapiens), …. ASAP1-stimulated ARF1 GTP hydrolysis, GDP FP detection. inhibition, % at 16.5 µM. actives 0.19% (n = 360,000); in the data active means inhibition above about 25%;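 further: 0% = vehicle with enzyme and substrate and 100% = no enzyme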
DDE Tn6 FP inh – inhibitors of Tn6 peptide binding to fibrin DD(E), primary screen, biochemical, fluorescence polarization, human fibrin, Tn6 probe. Fibrinogen beta chain (Homo sapiens), P02675. Fibrin DD(E) TRITC-Tn6 fluorescence polarization displacement. inhibition, % at 8.3 µM. actives 0.21% (n = 370,000). AID 720509, 2013;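 active means inhibition above a per-campaign cutoff: mean of compounds within control limits plus 3 SD, cut at about 15% in these data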;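 further: 0% = median of all compound wells on the plate and 100% = blocking peptide control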
UHRF1 binding – UHRF1 methylated DNA binding inhibitors, primary screen, counter-screen for MBD2 inhibitor project, biochemical, TR-FRET, human UHRF1, single concentration; E3 ubiquitin-protein ligase UHRF1 (Homo sapiens), Q96T88; UHRF1 binding to methylated oligo; inhibition, % at 4.4 µM; actives 0.75% (n = 370,000); AID 687016, 2013; in the data active means inhibition above about 21%;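 further: UHRF1 SRA domain binding a hemimethylated CpG hairpin DNA probe; 0% = median of test compound wells and 100% = reference inhibitor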
MBD2 inh – inhibitors of MBD2 binding to methylated DNA, primary screen, biochemical, TR-FRET, DNA-binding domain, human | Methyl-CpG-binding domain protein 2 (Homo sapiens), Q9UBB5 | MBD2 binding to methylated oligonucleotide | inhibition, % at 4.4 µM | actives 0.31% (n = 370,000) | AID 686964, 2013; in the data active means inhibition above about 13%
PLCb3 inh – human PLC-beta3 inhibitors, primary screen, biochemical, fluorescence; actives 0.18% (n = 370,000); inhibition, % at 12.2 µM; Purified PLC-beta3, fluorogenic substrate; in the data active means inhibition above about 11%;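 further: 0% = median of compound wells on plate and 100% = full blocker control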
ARFGAP1 inh – inhibitors of rat ARFGAP1 GAP activity, primary screen, biochemical, fluorescence polarization, GDP tracer; ADP-ribosylation factor GTPase-activating protein 1 (Rattus norvegicus), Q62848; Arfgap1-stimulated ARF1 GTP hydrolysis, GDP FP detection; inhibition, % at 16.5 µM; actives 0.26% (n = 360,000); AID 651572, 2012;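 active means inhibition above a per-plate limit, mean inhibition of low control wells plus 3 SD, cut at about 25% in these data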;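 further: 0% = DMSO wells with enzyme and 100% = wells lacking Arfgap1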
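system = rat Arfgap1 catalytic domain, aa 1-136 | technique = FP, GDP Alexa 633 tracer displaced from anti-GDP antibody, 620/688 nm | compound = one concentration, 16.5 µM, DMSO 1.26% | medium = HEPES-based buffer, pH 7.5 | timing = compound-enzyme preincubation 20 min, reaction 120 min, detection 60 min, 25 °C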
Active calls of the source: *.

SMILES	PLC-gamma1 inh	ADAM17 inh	KLK7 zymogen act	DDE Tn7 FP inh	ASAP1 GAP inh	DDE Tn6 FP inh	UHRF1 binding	MBD2 inh	PLCb3 inh	ARFGAP1 inh
COc1cccc(C(=O)OCC(=O)NC2CCCc3ccccc32)c1O (stereo unspecified)	3	3	1.4	-8	-1	-1	0	-3	-5	12
O=C(N/N=C/c1ccccc1OC(F)F)NC1CCCCC1	2	1	-0.3	3	-8	3	-3	2	-2	8
COc1ccc(NC(=O)CN(C)S(=O)(=O)c2cnc[nH]2)cc1Cl	3	-3	0.3	-1	-11	4	-1	6	-2	16
C=CCOC(=O)C1=C(C)NC(=O)NC1c1ccc2c(c1)OCO2 (stereo unspecified)	-2	2	0.4	1	-17	6	-1	-3	-17	3
CCCCc1ccc(S(=O)(=O)NNC(=S)NCc2ccco2)cc1	-4	-1	0.3	0	-9	-6	-2	-2	1	3
O=C(NCC(=O)N1CCN(S(=O)(=O)c2ccccc2F)CC1)c1ccc2ccccc2c1	0	0	0.0	-5	0	1	-2	5	-5	-2
COc1ccccc1/C=C/C=N/NC(=O)Cc1cccs1	-5	-11	-1.9	0	4	-2	3	3	-9	-1
COc1ccc(OC)c(C(=O)CSc2nnc(Cc3cccs3)n2CCc2ccccc2)c1	-3	2	0.7	-4	1	-5	4	0	-8	-4
Cc1c(N)cccc1Cl	-4	-5	0.1	-1	-9	0	3	1	-1	3
COc1ccccc1CNC(=O)C(C)c1ccc([N+](=O)[O-])cc1 (stereo unspecified)	1	-6	0.2	-5	-13	-4	0	-3	-1	-8
CN(C)C1=NC[C@H](Cc2ccccc2)N1CC1CCCCC1	-2	-6	0.3	5	5	-5	-1	1	-3	-3
O=S(=O)(NCC(c1cccnc1)N1CCN(c2ccc(F)cc2)CC1)c1cccs1 (stereo unspecified)	0	0	-0.5	4	7	-2	-2	1	0	1
CCCCNC(=O)c1ccc(SCC(=O)N(CC)CC)c([N+](=O)[O-])c1	2	1	-0.3	3	10	-5	5	1	1	-5
CCOC(=O)c1ccc(NC(=O)COc2ccccc2CNCCc2ccccc2)cc1	3	1	-0.1	-1	7	2	0	0	5	11
C=CCn1cnc2c(NCc3ccccc3)ncnc21	4	-2	-0.6	-7	1	1	-1	2	5	-4
COc1ccc(CN2CCC(n3nccc3NC(=O)C3CCCC3)CC2)c(OC)c1	1	-1	-1.0	-2	12	-2	-2	1	-2	2
COc1ccc(NC(=O)CC2C(=O)N(c3cccc(C)c3)C(=O)N2C2CCCCC2)cc1 (stereo unspecified)	4	0	0.6	-1	1	7	4	5	2	5
CSC1=N/C(=C\c2ccc3c(c2)OCO3)C(=O)S1	-1	-1	0.3	-3	-4	-3	-1	-5	4	3
COc1ccc(S(=O)(=O)N2CCC(C(=O)N[C@@H](C)C(=O)NCc3ccc(F)cc3)CC2)cc1	0	1	0.4	4	13	1	0	5	-4	8
CCSc1nc(N)c2c(C)c(C)sc2n1	-2	0	-0.1	-8	5	-7	0	-3	-1	-4
COc1ccccc1-c1nc2ccccc2c(=O)n1NC(=O)c1cccs1	6	3	0.5	-1	9	0	4	-3	11	-4
CCCNC(=O)NCCc1c(C)[nH]c2ccccc12	-148	-54	0.1	5	1	0	1	0	-182	4
NC(=O)NC(=O)COC(=O)c1ccccc1Oc1ccccc1	-1	-3	0.0	9	-3	-2	12	4	-3	0
CCOC(=O)N1CCN(Cc2nc3ccc([N+](=O)[O-])cc3c(=O)n2-c2cccc(OC)c2)CC1	3	-1	0.4	-5	-3	-2	4	-1	-2	-6
N#Cc1c(-c2ccco2)cc(C2CC2)nc1SCC(=O)c1ccccc1	1	1	-0.6	1	-2	-2	1	2	-10	-4
C[C@@H](C(=O)NCC1CC1)[C@H]1C[C@]1(C)[C@H](NC(=O)OCc1ccccc1)c1ccccc1	1	-3	1.2	-7	-3	0	2	-2	1	7
COc1cc(S(=O)(=O)N(Cc2cccs2)CC2CCCO2)ccc1-n1cnnn1 (stereo unspecified)	1	-3	-0.8	4	-1	-3	4	11	-5	5
COc1cc(CN2CCN(C(C)C)C(CCO)C2)ccc1OCc1ccccc1 (stereo unspecified)	4	-10	0.2	0	13	-4	6	4	4	10
C[C@@H](O)Cc1cn(CC(=O)NCCCCCCCCCCC(=O)N2CCNCC2)nn1	0	-4	-0.1	1	5	5	8	4	0	-2
O=C(OCC(=O)N1CCOCC1)c1ccccc1SCC(=O)N1CCCC1	0	-3	0.5	-4	-16	8	0	2	1	2

Part of the list above, reduced to DDE Tn6 FP inh, ADAM17 inh and KLK7 zymogen act.
SMILES,DDE Tn6 FP inh,ADAM17 inh,KLK7 zymogen act
COc1cc(S(=O)(=O)N(Cc2cccs2)CC2CCCO2)ccc1-n1cnnn1 (stereo unspecified),-3,-3,-0.8
COc1cc(CN2CCN(C(C)C)C(CCO)C2)ccc1OCc1ccccc1 (stereo unspecified),-4,-10,0.2
C[C@@H](O)Cc1cn(CC(=O)NCCCCCCCCCCC(=O)N2CCNCC2)nn1,5,-4,-0.1

(next part)
SMILES	PLC-gamma1 inh	ADAM17 inh	KLK7 zymogen act	DDE Tn7 FP inh	ASAP1 GAP inh	DDE Tn6 FP inh	UHRF1 binding	MBD2 inh	PLCb3 inh	ARFGAP1 inh
CN(C)c1nc(C#N)nc(N2CCOCC2)n1	-2	-3	0.4	-4	-2	-5	-3	1	-3	2
CCN1C(=O)CCC(C(=O)O)C1c1ccc(OC)cc1 (stereo unspecified)	-2	-2	0.1	5	-2	5	-2	-1	-7	6
O=C(NCC1CCN(c2ccc(S(=O)(=O)N3CCOCC3)cc2)CC1)Nc1ccccc1	0	1	0.1	-7	-4	-8	-1	3	-4	18
CCOn1c(=O)c(-c2ccc(OC)cc2)[n+]([O-])c2ccccc21	-25	0	-0.5	1	-9	8	-3	-4	-30	1
NC(=S)NN=C1CCSCC1	-1	-3	-0.1	-1	-7	-5	4	6	-4	-5
COc1ccc2nc(-c3ccccc3)nc(C3CCCCC3)c2c1	1	-4	-1.0	3	7	3	2	-6	1	0
O=C(c1ccccc1-n1cccn1)N1CCc2c([nH]c3ccccc23)C1c1ccccn1 (stereo unspecified)	1	1	-0.1	6	1	4	0	-1	-2	-8
COc1ccccc1Nc1ccncc1[N+](=O)[O-]	3	2	0.1	-3	-5	-6	-4	-5	3	-5
COc1cc(CO)ccc1OCC(=O)Nc1ccc(Br)cc1	-1	4	0.2	0	9	4	1	-1	-2	-17
CC(=O)OCC1OC(n2c(-c3ccc(Cl)cc3)ccc(C#N)c2=S)C(OC(C)=O)C(OC(C)=O)C1OC(C)=O (stereo unspecified)	-21	-2	-0.4	1	-13	4	-2	-2	-29	-4
Cc1ccc(S(=O)(=O)NCC(c2ccco2)N2CCc3ccccc32)cc1 (stereo unspecified)	-3	5	0.3	-3	-7	4	3	2	-7	14
CCc1nc2c(OCC(=O)c3ccc(Cl)cc3Cl)cccn2c1N(C)C(=O)c1cccs1	-2	5	-0.2	-12	-7	-9	-3	-2	3	9
O=C(NCc1nc2ccccc2[nH]1)C1=C[C@@H](c2ccc(C(F)(F)F)cc2)C[C@@H](OCCCCO)O1	-1	-3	-0.1	0	7	0	4	-5	-5	3
CCc1nnc(N/N=C/c2c(C)[nH]c3ccccc23)n1N	10*	2	1.0	-5	17	-1	11	0	10	7
O=S(=O)(CCOc1ccccc1)c1nc2ccccc2[nH]1	-1	-3	0.5	1	-16	2	0	2	0	0
COC(=O)NCC(c1ccco1)N1CCN(c2ccc(OC)cc2)CC1 (stereo unspecified)	3	0	-0.3	-8	-3	-5	3	-1	-1	-11
COc1cc(NC(=S)NC(=O)c2ccc(F)cc2)ccc1NC(=O)c1ccco1	-2	1	0.1	3	-1	-2	-3	2	1	-11
CN(C(=O)c1ccno1)c1nnc(-c2ccccn2)s1	-124	-416	6.8	2	-5	-7	1	-3	-153	5
C=CCn1c(=O)c(C(=O)Nc2cccnc2)c(O)c2ccccc21	1	-2	-0.2	6	-6	9	0	0	2	10
CN(CCOc1ccc(F)cc1)Cc1ccccc1	1	-2	-0.5	3	-2	9	1	3	-4	-16

Copied from the list.
UHRF1 binding, `CCc1nnc(N/N=C/c2c(C)[nH]c3ccccc23)n1N` → 11
DDE Tn6 FP inh, `CN(C(=O)c1ccno1)c1nnc(-c2ccccn2)s1` → -7

Later entries
SMILES	PLC-gamma1 inh	ADAM17 inh	KLK7 zymogen act	DDE Tn7 FP inh	ASAP1 GAP inh	DDE Tn6 FP inh	UHRF1 binding	MBD2 inh	PLCb3 inh	ARFGAP1 inh
COc1ccc(C(=O)N/N=C\c2coc3ccc(C)cc3c2=O)cc1	-2	-3	3.1	0	-3	-2	-4	3	-8	-2
Cc1c(CC(=O)NCC(=O)O)c(=O)oc2cc3occ(-c4ccccc4)c3cc12	-94	-31	2.8	-10	5	3	0	0	-127	7
CCOC(=O)CSc1ccc(C(=O)NCCCN2CCOCC2)cc1[N+](=O)[O-]	-6	-2	-1.1	1	8	0	-1	-3	-6	2
Cc1c2cnn(CC(=O)NCCCN3CC(C)CC(C)C3)c(=O)c2c(C)n1Cc1ccccc1Cl (stereo unspecified)	2	-7	-0.2	0	1	6	-2	-7	-6	-15
C/C(=N/NC(=O)CSc1nc2ccccc2s1)c1ccncc1	-4	-3	-0.2	2	5	-9	0	-4	-10	7
COc1ccc(-c2nc(SCC(=O)Nc3cccc(S(N)(=O)=O)c3)n[nH]2)cc1	5	-5	-0.2	-4	2	3	0	-3	-7	4
C[C@@H]1CN([C@H](C)CO)C(=O)CCCn2cc(nn2)CO[C@H]1CN(C)S(=O)(=O)c1cccc(C#N)c1	-1	-3	-0.5	-6	-4	9	-1	3	-2	-6
NC(=O)CSc1nnc(-c2ccccn2)n1Cc1ccco1	0	-6	0.6	1	-5	0	0	2	0	3
CC(=O)Nc1cccc(-c2nc3ccccc3n2C(C)C(=O)NC(C)(C)C)c1 (stereo unspecified)	-1	-8	-0.1	3	1	-2	3	-2	-16	-11
CC(=O)/C(N=Nc1ccc(C(=O)O)cc1[N+](=O)[O-])=C(\C)O	5	2	-0.2	1	-4	-7	2	-5	-2	0
CCS(=O)(=O)c1nc(S(=O)(=O)c2ccc(Cl)cc2)c(NCCCN2CCOCC2)s1	-2	-6	-0.5	0	-11	6	-2	-1	-3	1
Cc1ccc(/C=N/NC(=O)CNC(=O)c2cccs2)o1	-4	-7	0.2	5	1	-6	0	-1	-5	17

Bioassay records (PubChem)
